# Compound activity from PubChem BioAssay.
# Hep lipid drop: inhibitors of hepatocyte lipid droplet formation, primary screen, imaging, high-throughput imaging, BODIPY stain | AID 1656, 2009 | 240,000 tested, 0.4% active | AML12 mouse hepatocytes, oleate lipid droplets | inhibition, % at 6.5 µM;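 active = lipid droplet intensity inhibited by at least 50%, with more than 500 cells counted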
#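 Assay system: AML12 mouse liver cells | Compound: 6.5 µM single-point dosing | Schedule: Overnight exposure | Technique: Fluorescence imaging, 20x objective, two fields per well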
# XIAP antagonists: XIAP antagonists, biochemical, IAP family, fluorescence polarization (AID 1018); E3 ubiquitin-protein ligase XIAP (Homo sapiens); XIAP BIR domain, fluorescence polarization peptide displacement; higher % means a stronger effect; displacement, % at 20 µM, or IC50 in µM where a hit was titrated; 200,000 tested, 0.007% active; in the data active = displacement above about 50%; also: a part of the inactive calls stands beside numbers as strong as those of hits
# bCat nuc transl: modulators of beta-catenin nuclear translocation, primary screen, imaging, HeLa cells, immunofluorescence, high-content | nuclear translocation activity, % at 5 µM | 190,000 tested, 0.3% active | AID 1665, 2009;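 active = nuclear translocation activity above 50% at 5 µM, with a well cell count of 50 or more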;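 also: per-cell ratio of nuclear to cytoplasmic median beta-catenin stain intensity; plate controls were DMSO negative control for no effect and GSK-3 inhibitor IX positive control for full effect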
#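 test system = HeLa cells, endogenous beta-catenin | dosing = single 5 µM dose plus 0.02–20 µM confirmation series | times = compound treatment 24 h, 37°C, 5% CO2 | technique = beta-catenin immunofluorescence imaging with DAPI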
# Autophagy HCS: autophagy modulators in MEF cells, primary screen, imaging, high-content, MEF GFP-LC3; MEF GFP-LC3 puncta imaging; test concentration mostly 10 µM; calls only at 10 µM (by protocol); 190,000 tested, 0.98% active;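 active = percentage of spot-positive cells more than 3 SD above its plate mean, without a fluorescence outlier flag or 80% toxicity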;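 also: spot-positive cell cutoff set from DMSO-treated cells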
# MT stabilize HCS: microtubule stabilizers in HeLa cells, primary screen, imaging, high-content imaging | 200,000 tested, 0.83% active | HeLa tubulin immunostaining HCS, 24 h; share of cells brighter than vehicle mean+2SD | AID 2205, 2009 | % tubulin-high responders, % at 10 µM;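 active = plate Z-score above 3 for both tubulin-high and condensed-nucleus cell shares, with cell loss under 80%, at 10 µM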;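 also: anti alpha tubulin signal scored within the nucleus-defined area of each cell; some results filed as inactive read as strong as hits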
# WT yeast gro inh: growth inhibition of WT strain, primary screen, mitochondrial fusion inhibitor project, WT and mutant strains, chemical genetic; 190,000 tested, 2.1% active; mitochondrial fusion phenotypic screen; inhibition, % at 10 µM; in the data active = inhibition above about 58%; tested in S. cerevisiae
# Insulin prom up: insulin promoter activators in MIN6 cells, imaging, high-content screening, mouse beta cells; MIN6 insulin promoter-GFP reporter; hits give high values; z-score at 5 µM; 190,000 tested, 0.3% active; AID 1625, 2009;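 active = z-score above 3 at 5 µM with at least 500 cells counted in the well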
# Dynein transport: inhibitors of GR-EGFP nuclear translocation, primary screen, dynein cargo transport inhibitor project, imaging, high-content, 3617.4 mouse cells | test concentration mostly 20 µM; stimulated with dexamethasone, 1 µM; hits give low values | z-score, hits read low | 220,000 tested, 0.47% active | AID 1381, 2008;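 active = plate z-score of nuclear minus cytoplasmic receptor signal below a set negative limit, without overly bright fluorescence or cell loss, cut at about -3.5 in these data, passing the limit was not always enough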;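 also: z-score of nuclear minus cytoplasmic ring GR-EGFP intensity difference per well; some compounds called inactive have numbers as strong as hits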
#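 Medium: Induction medium lacking tetracycline, stripped serum | Probe or stimulus: 1.0 µM final dexamethasone stimulus | Schedule: 48 h induction, then 1 h compound, then 30 min agonist, 37 °C | Signal: Automated 10x imaging of fixed Hoechst-stained cells | Evaluation: Per-cell GR-EGFP intensity, nucleus versus surrounding cytoplasmic ring, well-averaged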
# CSM14.1 death rescue: rescue of cells from ER stress-induced death, primary screen, 384-well, CSM14.1, thapsigargin, ATP luminescence (AID 1222); CSM14.1 thapsigargin-induced death rescue, ATP luminescence; higher % means a stronger effect; one-dose cellular ATP content (survival), % at 20 µM; EC50 in µM for titrated hits; 190,000 tested, under 10 active;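 active = EC50 below 50 µM in the dose-response confirmation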;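 also: death triggered by thapsigargin at about 15 µM added after 2 h compound pretreatment; cell ATP read after overnight thapsigargin exposure of roughly 18 to 22 hours; normalized against plate controls of thapsigargin alone and 5% DMSO vehicle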
# WT yeast gro inh mutant strain: second read-out of WT yeast gro inh, no call of its own (marks repeat the call); inhibition, %; mitochondrial fusion phenotypic screen, mutant strain inhibition
# Dynein transport cytoplasmic EGFP: second read-out of Dynein transport, no call of its own (marks repeat the call); z-score; measured here: cytoplasmic GR-EGFP intensity; hits give high values
# Dynein transport nuclear GR-EGFP: recorded beside Dynein transport, whose call it bears; z-score; measured here: nuclear GR-EGFP intensity;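 lower value marks the stronger effect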
# Dynein transport cell count: recorded beside Dynein transport, whose call it bears; z-score; measured here: cell count per field
# Insulin prom up cell count: recorded beside Insulin prom up, whose call it bears; cell count; measured here: cytotoxicity, nuclei count;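 total cells summed across four imaged fields per well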
# Hep lipid drop cells 6.5 µM: second read-out of Hep lipid drop, no call of its own (marks repeat the call); cell count; measured here: cell count, cytotoxicity flag;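 cells counted across two imaged fields per well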
# bCat nuc transl cell count 5 µM: recorded beside bCat nuc transl, whose call it bears; cell count; measured here: cell count, cytotoxicity flag
# MT stabilize HCS Hoechst-high %: also measured in MT stabilize HCS; calls as there; % Hoechst-high responders; measured here: nuclear condensation Hoechst responders;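 share of cells brighter than vehicle mean plus two SD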
# MT stabilize HCS cytotoxicity %: further read-out of MT stabilize HCS, marked with its call; toxicity, %; measured here: cytotoxicity by cell density;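 0% = mean cell density of plate MIN control wells and 100% = no cells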
# Autophagy HCS cell loss 18 h: second read-out of Autophagy HCS, no call of its own (marks repeat the call); toxicity, %; measured here: cell loss, nuclei count;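 cell loss after 18 h compound exposure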
# An asterisk follows results filed as active; i = inactive; · = no result given.
SMILES,Hep lipid drop,Hep lipid drop cells 6.5 µM,XIAP antagonists,bCat nuc transl,bCat nuc transl cell count 5 µM,Autophagy HCS,Autophagy HCS cell loss 18 h,MT stabilize HCS,MT stabilize HCS Hoechst-high %,MT stabilize HCS cytotoxicity %,WT yeast gro inh,WT yeast gro inh mutant strain,Insulin prom up,Insulin prom up cell count,Dynein transport,Dynein transport cytoplasmic EGFP,Dynein transport nuclear GR-EGFP,Dynein transport cell count,CSM14.1 death rescue
C=CCNC(=S)N1CCN(CCN=CC2=C(O)CC(c3ccc(Cl)cc3)CC2=O)CC1 (stereo not drawn),19.0,694,-7.7%,-0.7,1133,i,-14.7,2.1,1.4,6.1,9.9,2.6,·,·,-0.565,0.0665,-0.124,0.759,-0.7%
COc1ccccc1N1CCN(C(=O)/C=C/c2ccc3c(c2)OCO3)CC1,·,·,-17.8%,3.7,1436,i,19.7,3.2,2.6,6.4,-21.6,4.3,-0.63,1383,-0.0615,-0.225,0.656,0.539,2.0%
COc1ccc2[nH]cc(CCNS(=O)(=O)c3ccc(F)cc3)c2c1,6.6,685,3.5%,0.5,1580,i,-4.1,1.5,1.9,2.9,0.5,-0.8,0.49,1330,-0.275,-0.294,-0.0116,0.109,-0.7%
COc1ccc(-c2nn(-c3ccccc3)cc2C(=O)NC(=S)NNC(=O)c2ccncc2)cc1,-3.8,707,-4.5%,-1.0,1159,i,27.1,2.8,1.0,3.5,-8.4,-4.1,-1.55,978,2.54,-0.202,2.38,-2.88,0.5%
Cc1cc(C)n(-c2nc(SCC(=O)Nc3nccs3)c3c4c(sc3n2)COC(C)(C)C4)n1,·,·,-1.8%,0.1,1168,i,-4.7,3.0,4.4,7.0,-0.4,20.9,-0.52,891,-0.0984,0.211,0.0981,0.107,-0.8%
O=C(NCc1cccs1)c1cc2c(s1)CCCC2,-6.2,640,-4.6%,·,·,i,-2.1,1.6,1.4,7.7,3.9,22.6,0.07,1248,-0.536,-0.191,0.382,-0.347,·
Cc1ccc(C(=O)N/C(=C\c2ccc(C)o2)C(=O)O)cc1,8.8,773,·,-2.0,1299,·,·,·,·,·,·,·,0.49,1122,-0.419,-0.243,-0.603,1.61,·
Cc1cccn2cc(-c3ccc(NC(=O)Cc4ccccc4)cc3)nc12,9.2,761,-4.7%,-1.8,1150,i,-3.5,5.1,1.0,8.2,-1.2,5.1,0.04,1312,-0.627,-0.177,-0.0482,0.287,-3.1%
Cc1cc(C(=O)N2CCN(CCc3ccccc3)CC2)no1,-1.1,683,-5.9%,·,·,i,4.0,1.4,1.2,5.0,-1.9,11.0,·,·,0.225,-0.256,0.366,-0.275,·
CC1(C)Oc2ccc3ccc(=O)oc3c2/C(=C/NCCN/C=C2\C(=O)C(C)(C)Oc3ccc4ccc(=O)oc4c32)C1=O,7.7,767,-9.7%,0.7,994,i,-6.7,2.2,0.8,9.4,5.7,1.5,·,·,-0.341,0.0492,-0.222,0.674,-1.8%
CCSc1ccccc1C(=O)Nc1ccc([N+](=O)[O-])cc1OC,9.7,720,3.2%,1.2,1498,i,3.5,4.3,2.1,4.0,4.9,-11.6,-0.13,1535,-0.232,-0.0719,0.0118,0.242,3.3%
Cc1ccc(COc2ccccc2C(=S)N2CCCC2)cc1,13.5,651,-2.5%,-0.5,990,i,5.6,2.3,3.2,6.9,60.6*,38.4*,-1.5,1602,0.983,-0.217,1.34,-1.53,1.4%
Cc1ccc(NC(=O)c2c(C)nn(-c3ccccc3)c2Cl)cc1,3.7,691,-13.0%,1.6,1005,i,-10.6,3.4,3.5,6.0,-3.7,-3.1,-0.84,1439,2,-0.309,0.544,0.467,0.1%
CCSC1=NCCN1S(=O)(=O)c1ccc(Cl)cc1,1.4,702,-5.7%,0.8,1065,i,-3.6,1.5,2.6,3.4,0.4,-1.6,-0.84,1123,-1.01,-0.243,-0.622,1.58,0.1%
CCc1ccc(CN2CC(C(=O)O)CC2=O)cc1 (stereo not drawn),-0.7,749,-2.7%,-4.4,1233,i,-10.4,1.6,0.9,6.4,-6.9,-15.4,0.23,762,-0.673,0.000965,0.0176,0.175,-1.6%
COC(=O)C1CCN(C(=O)CSc2nc3ccc(OC)cc3[nH]2)CC1,13.3,699,-5.0%,-0.2,1107,i,10.7,3.9,2.3,6.1,5.5,3.1,0.21,1229,0.233,-0.343,0.411,0.198,0.0%
CCOC(=O)CSC1=C(C#N)C(c2ccc(Cl)cc2)C(C(=O)OC)C(=O)N1 (stereo not drawn),0.8,764,-3.7%,-2.3,1041,i,-11.3,1.7,1.8,1.9,0.2,5.9,0.7,1121,-0.655,-0.279,-0.34,0.75,-0.2%
CCOC(=O)C1=C(C)N=C(/N=C/N(C)C)SC1c1ccccc1 (stereo not drawn),·,·,-1.6%,-4.5,1019,i,-56.4,7.1,8.2,8.8,15.5,11.1,-1.11,1023,-0.742,0.321,0.491,-0.132,·
Cc1c(-c2ccccc2)nc(N)c(C#N)c1-c1cccs1,·,·,-0.4%,-1.0,1319,i,2.2,2.5,2.9,5.5,2.2,6.3,-1.17,1677,-0.269,-0.113,-0.842,0.702,1.4%
Cc1ccc(N2C(=O)[C@@H]3C(c4ccc(F)cc4)=NO[C@@H]3C2=O)cc1,·,·,-2.5%,-1.5,1162,i,-3.0,2.5,1.4,6.6,8.2,3.4,·,·,-0.89,-0.197,-0.275,1.04,-0.8%
COc1ccc(C(=O)Nc2ccc(F)cc2F)cc1,-5.2,760,-3.5%,-2.2,1128,i,1.7,1.8,1.7,2.0,13.8,18.2,0.03,962,0.259,-0.268,0.0798,-0.0128,-1.3%
CC(=O)N1CCN(Cc2nc3cc(NS(C)(=O)=O)ccc3n2C)CC1,-1.0,742,-5.0%,-1.1,1165,i,-4.1,2.9,2.2,4.9,-19.0,-3.8,-1.45,1253,-0.917,0.489,-0.256,0.861,0.0%
Cc1ccc(OCC(=O)N2CCc3ccccc3C2)c([N+](=O)[O-])n1,-6.3,684,-5.9%,-2.8,1063,i,-19.8,2.5,3.2,10.6,-4.8,-15.7,-0.36,1293,0.178,0.245,-0.186,0.698,-1.2%
CCCCCn1c(=O)c2ccccc2n2c(CCl)nnc12,7.4,681,-4.2%,2.9,1025,i,5.5,2.0,2.4,5.3,-16.1,1.2,-0.62,950,-6.46*,1.21*,-2.46*,-0.633*,-1.8%
CCOc1ccc(S(=O)(=O)N/N=C2/CCCC(=O)C2)cc1,27.8,606,-1.1%,-5.6,596,i,0.5,2.8,2.6,4.7,-2.7,-4.7,-0.2,1359,-0.749,-0.185,-0.433,0.425,-7.3%
Cc1ccc(C)c(NC(=S)NNC(=O)c2ccc(Br)o2)c1,·,·,2.7%,·,·,i,15.3,3.2,2.5,5.7,-7.6,-0.1,·,·,-0.311,-0.174,-0.269,-0.436,-1.4%
CC(=O)c1c(C)nc(-c2ccccc2)nc1N,9.0,729,-18.7%,1.4,948,i,1.5,1.2,1.4,8.5,-18.8,-0.5,1.22,1399,0.246,-0.156,0.174,0.18,-0.8%
COc1ccc(CCN2C(=O)c3[nH]nc(-c4ccccc4O)c3C2c2ccc(C)cc2)cc1OC (stereo not drawn),-9.5,699,-3.4%,·,·,i,-6.5,3.4,2.3,8.8,5.0,-0.9,-1.91,1234,-0.0113,-0.256,-0.146,-0.0333,-2.4%
Cc1ccccc1OCCOc1ccccc1C=C(C#N)C#N,4.6,670,-6.4%,0.7,1157,i,15.4,6.5,2.1,9.7,-35.7,8.3,·,·,-2.87,0.0863,-1.03,0.0529,-2.7%
CCOc1ccc(/C=N/NC(=O)CNC(=O)c2ccc(S(=O)(=O)N3CCOCC3)cc2)cc1,-2.3,670,-2.0%,1.1,1127,i,-2.1,1.1,1.1,5.9,-12.5,-10.4,-0.47,1557,-0.35,-0.337,-0.00896,0.608,1.8%
Cc1cc(N2C(=O)C3CC=CC(C)C3C2=O)no1 (stereo not drawn),7.1,711,0.0%,·,·,i,5.4,3.6,2.4,4.8,3.7,-5.5,·,·,0.99,-0.241,0.848,-0.29,-0.1%
Fc1ccc2[nH]c3c(NCCN4CCOCC4)ncnc3c2c1,·,·,-2.7%,-3.4,999,i,-14.3,2.0,1.0,6.1,21.3,-0.3,-2.07,990,0.733,-0.184,1.24,-0.511,0.5%
Cc1ccc(S(=O)(=O)Nn2cnnc2)cc1,27.7,695,·,-0.2,1279,·,·,·,·,·,·,·,1.21,929,0.612,-0.263,0.859,0.0751,·
Cc1nn(C)c(C)c1CNC(=O)c1cc2n(n1)C(C(F)(F)F)CC(c1cccs1)N2 (stereo not drawn),-12.1,496,-5.5%,·,·,i,1.7,2.7,1.7,2.5,-2.5,3.3,-6.21,614,-0.283,-0.245,-0.541,1.06,·

# Not a hit list; about 4% have a hit in one of these screens.
